# M1 PAM: potentiates human M1 receptor response to acetylcholine; activation, % at 3 µM; CHO-K1 hM1, Fluo-8 calcium fluorescence, ACh EC20; 0% = ACh EC20, 100% = maximal ACh; AID 588819; P11229; 360,000 compounds, 0.088% hits; in the data active means activation above about 19%, passing the limit was not always enough
# Target sequence (P11229 whole entry, looked up): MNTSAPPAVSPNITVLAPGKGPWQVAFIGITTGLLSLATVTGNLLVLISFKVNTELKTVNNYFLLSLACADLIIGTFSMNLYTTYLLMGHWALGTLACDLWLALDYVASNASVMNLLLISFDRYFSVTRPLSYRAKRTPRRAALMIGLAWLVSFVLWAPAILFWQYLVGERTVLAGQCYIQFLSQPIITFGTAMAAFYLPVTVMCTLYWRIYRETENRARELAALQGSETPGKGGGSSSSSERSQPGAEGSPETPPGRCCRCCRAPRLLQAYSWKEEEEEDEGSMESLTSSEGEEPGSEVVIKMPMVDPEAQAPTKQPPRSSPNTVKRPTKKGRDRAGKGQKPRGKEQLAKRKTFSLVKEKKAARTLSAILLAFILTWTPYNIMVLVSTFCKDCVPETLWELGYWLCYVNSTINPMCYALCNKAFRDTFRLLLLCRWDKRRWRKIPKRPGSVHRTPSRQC
# M1 ag: agonists of human M1 muscarinic receptor; 360,000 compounds, 0.33% hits; CHO-K1 hM1, Fluo-8 calcium fluorescence, agonist mode; 0% DMSO, 100% acetylcholine EC100; P11229; activation, % at 3 µM;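 active means activation above the run's mean compound activation plus 3 SD, cut at about 16% in these data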;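 further: peak over basal fluorescence ratio within a 140 s kinetic read after compound addition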
# V1R ag counter: activates human V1a receptor in oxytocin agonist counter-screen | CHO-V1R cells, Fluo-8 calcium fluorescence, agonist mode; 0% DMSO, 100% 3 nM vasopressin | AID 2797 | 320,000 compounds, 0.25% hits | activation, % at 3 µM;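 active means activation above the mean activation of all tested compounds plus 3 SD, per screening run, cut at about 20% in these data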;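 further: signal is peak over basal fluorescence ratio across a 100 second FLIPR read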
# OXTR potentiator: potentiates the human oxytocin receptor response; CHO-OTR cells, Fluo-8 calcium fluorescence, potentiator mode; 0% = oxytocin EC15, 100% = EC100; activation, % at 3 µM; 320,000 compounds, 0.061% hits; AID 2445;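 active means activation above that plate's cutoff, the mean activation of tested compounds plus 3 SD, cut at about 6.6% in these data, passing the limit was not always enough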;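 further: 100% uses oxytocin at 75 nM as the full agonist control; some results filed as inactive read as strong as hits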
# Target sequence (P30559 whole entry, looked up): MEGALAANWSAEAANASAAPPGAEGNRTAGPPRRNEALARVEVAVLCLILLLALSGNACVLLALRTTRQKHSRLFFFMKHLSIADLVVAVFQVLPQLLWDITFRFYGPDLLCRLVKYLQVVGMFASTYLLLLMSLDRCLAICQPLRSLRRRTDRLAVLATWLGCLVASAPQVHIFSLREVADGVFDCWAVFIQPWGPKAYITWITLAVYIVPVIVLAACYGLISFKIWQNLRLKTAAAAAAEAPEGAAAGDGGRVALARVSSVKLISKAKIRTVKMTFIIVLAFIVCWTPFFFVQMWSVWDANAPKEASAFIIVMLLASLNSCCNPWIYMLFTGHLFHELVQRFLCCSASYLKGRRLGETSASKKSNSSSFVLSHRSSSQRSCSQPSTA
#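 Replication – single well per compound, singlicate · Assay system – CHO cell line stably expressing human OTR · Timing – 6 min pre-incubation, 100 s read · Measure – normalized max/min fluorescence ratio, % activation · Doses – 3.0 µM, one dose · Detection – Fluo-8 calcium dye fluorescence · Probe or stimulus – oxytocin near EC15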
# TAAR1 agonist: human TAAR1 agonism. CHO RD-HGA16 TAAR1, Fluo-8 calcium fluorescence; vehicle wells 0%, saturating PEA agonist 100%. activation, % at 3 µM. 360,000 compounds, 0.99% hits. AID 624467;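 active means activation above the mean activation of all test compounds in the run plus 3 SD, cut at about 38% in these data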
#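 Test system: RD-HGA16 (CHO) cells co-expressing Gα16 and hTAAR1 / Benchmarks: DMSO vehicle as 0%, PEA at EC100 as 100% / Repeats: no replicates (n 1) / Measure: % activation from peak over basal fluorescence ratio, DMSO-to-PEA scaled / Timing: 17-24 h plating, Fluo-8 75 min 37 °C, 30 min RT / Technique: kinetic Fluo-8 calcium fluorescence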
# CHO parental Ca: counter-screen for OX1R antagonists: effect in parental CHO cells; inhibition, % at 5.6 µM; 330,000 compounds, 0.63% hits; parental CHO-K1, ATP-induced calcium, Fluo-8 fluorescence;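 active means inhibition above that plate's mean sample inhibition plus 3 SD, cut at about 26% in these data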;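 further: 0% = ATP-challenged DMSO wells and 100% = DMSO wells without ATP; some compounds past the cut are filed as inactive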
#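 test system = CHO parental line | reagent = ATP stimulus | measured by = intracellular calcium via Fluo-8 no-wash fluorescent dye | control set = ATP and no-ATP DMSO wells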
# M1 antag: antagonists of human M1 muscarinic receptor; P11229; CHO-K1 hM1, Fluo-8 calcium fluorescence, ACh EC80 antagonist; 360,000 compounds, 1.3% hits; AID 588852; inhibition, % at 3 µM;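 active means percent inhibition above its own plate's cutoff, namely the mean of that plate's compound wells plus 3 SD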;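 further: peak over basal fluorescence ratio during 140 s after agonist addition; 0% = ACh EC80 plus DMSO and 100% = DMSO alone without agonist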
# TAAR1 antagonist: human TAAR1 antagonism; inhibition, % at 3 µM; Q96RJ0; 360,000 compounds, 1.5% hits; CHO RD-HGA16 TAAR1, Fluo-8 calcium fluorescence, antagonist;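 active means inhibition above a per-plate cutoff, the mean inhibition of test compounds on that plate plus 3 SD, cut at about 49% in these data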;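 further: 0% = DMSO plus EC80 beta-PEA response and 100% = DMSO alone without agonist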
#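 Test system: CHO RD-HGA16 cells bearing hTAAR1 | Reagent: β-PEA, EC80 | Compound dosing: 3 µM, single point | Schedule: Dye loading 75 min at 37 °C, then 30 min room temperature | Signal: Calcium fluorescence with Fluo-8 | Evaluation: Percent inhibition of PEA-evoked calcium signal, max/basal emission ratio | Control set: DMSO-only wells and EC80 β-PEA-stimulated wells | Repeats: Singlicate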
# OXTR ag: activates the human oxytocin receptor; 320,000 compounds, 0.32% hits; activation, % at 3 µM; CHO-OTR cells, Fluo-8 calcium fluorescence; normalized: DMSO 0%, oxytocin 100%; P30559;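 active means activation above the mean of all tested compounds plus 3 SD, cutoff set per screening run, cut at about 20% in these data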;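 further: peak over basal fluorescence ratio from a 100 s FLIPR kinetic read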
# * marks the source's active call; other numbers are inactive results; . = not tested or not shown.
Compound	M1 PAM	M1 ag	V1R ag counter	OXTR potentiator	TAAR1 agonist	CHO parental Ca	M1 antag	TAAR1 antagonist	OXTR ag
CN1C(=O)NC(c2cccc(F)c2)C2=C1CC(C)(C)CC2=O (configuration not stated)	4	-4	4.8	-2	2	-3	-4	-5	0.2
COc1cc(/C=N/n2c(C)nc3ccccc3c2=O)cc(OC)c1O	-3	-5	-0.4	0	0	-16	7	-9	-1.0
C/C(=N\NC(=O)c1cccc(N/N=C(\C)c2ccncc2)c1)c1ccncc1	-3	-5	-0.8	-16	7	-15	-2	10	-0.8
COc1cccc(NC(=S)N(CCN2CCCCC2)Cc2ccco2)c1	-4	-8	0.2	-6	0	-22	-1	-11	-0.9
CC1CCCN(C(=O)c2ccc(S(=O)(=O)N3CCC(c4nc5ccccc5s4)CC3)cc2)C1 (configuration not stated)	3	-6	1.1	-3	7	-5	-6	-6	1.9
Cn1c(SCC(=O)Nc2ccccc2C(F)(F)F)nc2c(c1=O)SCC2	-2	2	8.2	-6	2	-1	-1	2	3.1
Cc1ccc(S(=O)(=O)N2CCOCC2)cc1NC(=O)COC(=O)c1cnccn1	-2	-4	0.4	-2	0	-5	6	-4	0.7
CC(Oc1ccc(Br)cc1)C(=O)Nc1cc(Cl)ccc1N1CCN(C)CC1 (configuration not stated)	5	-2	-0.9	-5	0	-35	-10	-42	-1.6
COc1ccccc1NS(=O)(=O)c1cc(NC(=O)CCC(=O)c2cccs2)ccc1Cl	6	-1	7.2	-18	6	-10	-1	18	7.5
Nc1c(Cl)ncnc1N/N=C/c1cccc(O)c1	3	-5	-0.6	-1	12	-10	-7	0	0.0
CCn1c(SCC(=O)Nc2cccc(C)n2)nc2c1c(=O)n(C)c(=O)n2C	5	-5	0.9	-5	4	-13	-4	17	0.8
Nc1c(C(=O)N/N=C/c2ccc([N+](=O)[O-])cc2)cnn1-c1ccccc1	-6	0	0.0	-6	10	-10	5	5	-1.3
Cc1onc(-c2c(Cl)cccc2Cl)c1NC(=O)NNc1ccccc1	3	-6	-0.6	-11	6	-15	-5	-9	-0.3
COc1ccccc1NC(=O)CSc1nnc(CCNC(=O)c2ccc(C)cc2)n1C	5	-12	-0.2	8	12	-13	-1	11	-1.8
CNC(=O)c1c(NC(=O)c2ccc(N3C(=O)CCC3=O)cc2)sc2c1CCC(C)C2 (configuration not stated)	0	-4	0.1	-9	4	-3	3	4	-0.1
O=C(c1ccco1)N1CCN(C(=O)C2CCCc3c2[nH]c2ccc(Cl)cc32)CC1 (configuration not stated)	6	-4	2.7	-22	30	-32	-3	0	1.0
COCCNC(=O)C1(C)CCCN(C(=O)c2cccc(OC(F)(F)F)c2)C1 (configuration not stated)	-2	-1	.	.	0	.	-2	8	.
Cc1occc1-c1nnc(SCC(=O)NCc2cccs2)n1CC1CCCO1 (configuration not stated)	5	-3	.	.	6	.	-24	6	.
CCOC(=O)c1c(Cc2ccccc2)c[nH]c1C	4	-6	-0.9	0	0	-7	-1	12	-2.4
O=C(c1cnn2c(C(F)F)cc(C3CC3)nc12)N1CCCC1	0	2	0.5	-6	10	-16	-6	-13	-0.9
O=C(O)C1C(C(=O)O)C1(c1ccccc1)c1ccccc1 (configuration not stated)	6	-4	0.4	9	0	1	-10	4	1.1
Cc1cccc(N2C(=O)N(c3ccccc3C)C3CS(=O)(=O)CC32)c1 (configuration not stated)	-5	-6	1.2	-1	4	-11	-10	-15	0.5
Cc1nc(Nc2nc(CSc3ccc(Cl)cc3)cc(=O)[nH]2)nc2ccccc12	7	-6	0.1	-12	6	-12	-2	16	-1.6
O=C(NCCN1CCCC1=O)Nc1ccccc1	4	-3	0.4	-7	8	13	-6	4	0.2
O=C(CN1CCN(c2ccc(Cl)cc2)CC1)Nc1ccc(F)c(F)c1	-4	3	4.8	-16	4	12	-22	15	3.7
C/C(=N/NC(=O)c1ccncc1)c1ccc(NC(=O)c2ccc(Cl)cc2Cl)cc1	6	-2	6.6	-14	4	-11	-14	-2	3.5
CCC(Sc1nc(C)cc(C)n1)C(=O)Nc1nccs1 (configuration not stated)	6	-3	-1.2	-9	-1	-1	-10	-10	-0.3
O=C(CN1CCN(S(=O)(=O)c2ccc(Br)s2)CC1)NCC1CCCCC1	18	0	.	.	0	.	-24	-15	.
COc1cc(NC(=O)CCC(=O)OCCCC(F)(F)C(F)(F)F)nc(OC)n1	-7	-6	3.0	8	2	-8	10	-2	1.0
Cc1nc2ccccn2c(=O)c1NC(=O)c1ccc(Br)o1	6	2	.	.	3	.	-21	-9	.
Cc1cc(NS(=O)(=O)c2c(C)c(C)cc(C)c2C)no1	2	-2	-0.4	-10	0	0	3	-10	0.3
Cc1cc2occ(CC(=O)N(C)CC(=O)Nc3ccccc3Br)c2cc1C	1	-3	-0.2	-5	2	-16	-7	13	-0.9
NC(=S)N1CCCc2ccccc21	-3	-1	0.3	-2	6	-3	7	-17	-1.1
Cn1c(-c2cnn(-c3ccccc3)c2-n2cccc2)n[nH]c1=S	0	-5	-1.1	-2	6	-14	3	13	-0.1
O=C(c1ccc(-n2cncn2)c([N+](=O)[O-])c1)N1CCN(S(=O)(=O)c2ccc(Br)cc2)CC1	2	-5	0.1	-5	3	-11	-6	15	1.1
C=CCNC(=S)N/N=C(\C)c1cccnc1	-1	-6	0.3	-17	0	-2	11	-2	-0.3
CC(OC(=O)c1cccc(S(=O)(=O)N2CCCC2)c1)C(=O)NC1CCCCC1C (configuration not stated)	-4	-1	0.2	-4	0	-15	13	-7	-1.1
O=C(CN1C(=O)CCC1=O)NC(=O)NC1CCCC1	-1	-6	-0.3	-4	1	-14	12	-15	0.6
CCOC(=O)Nc1nnc(/C=C/c2ccc(OC)cc2)s1	4	-4	0.8	-6	6	-1	1	-24	-0.4
Oc1ccc(-c2n[nH]c(=S)n2Cc2ccco2)cc1	7	-7	1.4	-3	12	9	-11	-6	0.3
Cc1ccccc1NCCC(=O)Nc1ccc(Cl)cc1	-4	-7	1.6	-2	-1	3	6	2	1.0
Cc1ccc(S(=O)(=O)NCC(=O)OCc2cc(=O)oc3c(C)c(C)ccc23)cc1C	-6	-4	1.1	-7	8	-28	11	3	-0.7
Cc1cccc(CCN(C(=O)c2csnn2)C(C(=O)NC2CCCC2)c2ccco2)c1 (configuration not stated)	4	-6	-0.9	-12	-5	-21	-8	-1	-1.9
O=[N+]([O-])c1ccc(N=Cc2ccc(Br)c([N+](=O)[O-])c2)cc1	4	-3	0.2	-2	1	6	-7	0	-1.1
CCCCNCCOc1ccccc1-c1ccccc1	4	-6	4.2	-1	8	-13	1	-14	4.8
COC(=O)c1ccccc1C(=O)N1CCCC(CCC(=O)NCc2ccc(F)c(F)c2)C1 (configuration not stated)	4	-5	-0.1	-3	-1	-16	-3	-19	-0.9
Cc1ccc(NC(=O)CN2C(=O)NC3(CCCC3)C2=O)cc1S(=O)(=O)N1CCCCC1	10	-2	-0.1	-2	1	-14	-13	-15	-0.2
O=C(Nc1cccc(F)c1)/C(=C\c1cccnc1)NC(=O)c1ccco1	2	-5	0.3	-8	3	-12	2	15	0.5
CC(=O)Nc1ccc(S(=O)(=O)N(CC(=O)Nc2cc(C)on2)Cc2ccc(F)cc2)cc1	1	-1	0.5	1	5	-10	-5	-10	0.7
COc1cc(/C=C(\C#N)C(=O)Nc2ccccc2F)ccc1OCCN1CCOCC1	3	-2	1.1	-5	5	-26	1	8	0.5
O=C(c1ccc(-c2ccccc2)cc1)C1CCCN(C(=O)c2cncs2)C1 (configuration not stated)	-9	-16	12	-24	14	-19	0	7	4.9
CC(OC(=O)/C=C/c1ccco1)C(=O)Nc1cccc([N+](=O)[O-])c1 (configuration not stated)	6	-13	0.3	-9	0	-16	-6	-10	-0.2
CCCCN(C(=O)c1cc(S(=O)(=O)N2CCOCC2)ccc1N1CCOCC1)c1ccccc1	14	-7	.	.	-1	.	-16	-14	.
O=C(/C=C/c1ccc(Br)o1)NCc1ccccc1	2	0	-1.1	-5	-2	-2	11	1	-2.1
C[C@@H](OC(=O)c1[nH]cnc1C(=O)N1CCc2ccccc2C1)c1ccccc1	-1	9	7.0	-6	21	-7	3	14	11
COc1cc(C[C@@H](C)[C@@H](C)Cc2ccc(O)c(OC)c2)ccc1O	14	3	3.7	-6	14	10	4	35	3.2
CCN(CC)S(=O)(=O)c1ccc(C(=O)Nc2ccc(C(F)(F)F)n(C)c2=O)cc1	13	-3	0.6	-11	0	-13	-20	-12	-0.3
COc1ccc(NC(=O)c2cc(C3CCCCN3C(=O)c3ccc(Cl)cc3)on2)c(C)c1 (configuration not stated)	-3	-6	.	.	5	.	-4	-9	.
COc1cccc(/C=C/c2nc(S(=O)(=O)c3ccccc3)c(N3CCC(C(N)=O)CC3)o2)c1	9	-4	.	.	1	.	-13	4	.
O=C(/C=N/O)Nc1ccccc1	13	5	0.4	-14	3	4	-11	5	1.0

# Carrying on:
Compound	M1 PAM	M1 ag	V1R ag counter	OXTR potentiator	TAAR1 agonist	CHO parental Ca	M1 antag	TAAR1 antagonist	OXTR ag
O=C(Oc1ccccc1OC(=O)N1CCOCC1)N1CCOCC1	3	-3	0.6	-4	12	-6	-14	-3	0.8
O=[N+]([O-])c1ccc(N(c2ccccc2)c2ccccc2)cc1	-5	-3	4.3	-7	19	-8	2	17	3.5
O=C(N/N=C/c1cn(-c2ccccc2)nc1-c1cccnc1)c1ccccc1	-8	-6	-1.4	-5	11	-31	8	35	-2.5
Nc1nonc1-n1nnc(C(=O)N/N=C/c2ccc(OCc3ccc(F)cc3)cc2)c1COc1ccccc1	0	-2	1.4	-1	-1	-1	-14	-36	1.2
O=C1S/C(=C/c2ccc(N3CCOCC3)o2)C(=O)N1Cc1ccc(F)cc1	6	1	7.9	-21	14	7	-1	5	3.8

# Ordered by SMILES length (high to low): three of the compounds above
Compound	M1 PAM	M1 ag	V1R ag counter	OXTR potentiator	TAAR1 agonist	CHO parental Ca	M1 antag	TAAR1 antagonist	OXTR ag
Nc1nonc1-n1nnc(C(=O)N/N=C/c2ccc(OCc3ccc(F)cc3)cc2)c1COc1ccccc1	0	-2	1.4	-1	-1	-1	-14	-36	1.2
O=C1S/C(=C/c2ccc(N3CCOCC3)o2)C(=O)N1Cc1ccc(F)cc1	6	1	7.9	-21	14	7	-1	5	3.8
O=C(Oc1ccccc1OC(=O)N1CCOCC1)N1CCOCC1	3	-3	0.6	-4	12	-6	-14	-3	0.8
